HKDC1 inhibitor – blocks human hexokinase HKDC1 activity. 340,000 compounds, 0.16% hits. AID 493160. recombinant HKDC1, G6PDH/diaphorase resazurin coupled fluorescence. Q2TB90. inhibition, % at 20 µM;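 active = inhibition above about 35% when tested at 20 µM, limit read from the data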;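 note: plate controls were DMSO wells with enzyme for no effect and DMSO wells lacking enzyme for full effect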
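Material – in-house recombinant HK5 (HKDC1) enzyme · Quantity – HKDC1 at 5 µg/mL · Buffer or medium – pH 8.0 Tris buffer with 10 mM MgCl2 · Reagent – glucose with 1 mM ATP · Dosing – single 20 µM dose · Times – reaction time 90 min, room temperature, protected from light · Technique – resorufin fluorescence at 613 nm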
Gli-Sufu block – Gli-Sufu pathway antagonism. Sufu-KO-LIGHT fibroblasts, Gli luciferase reporter luminescence. inhibition, % at 5 µM. 340,000 compounds, 0.74% hits;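 active = inhibition above about 55%, limit read from the data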;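 note: 0% = DMSO-treated cells and 100% = wells with medium but no cells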
Jurkat NFkB inh – lowers PMA/ionomycin-induced NF-kB signal in Jurkat cells; 330,000 compounds, 0.53% hits; PMA/ionomycin-induced NF-kB luciferase reporter, luminescence; inhibition, % at 4 µM
697 NFkB inh – lowers PMA/ionomycin-induced NF-kB signal in 697 B cells | 697 B-cell NF-kB luciferase reporter, 16 h | inhibition, % at 4 µM | 330,000 compounds, 0.33% hits; in the data active = inhibition above about 35%
SENP7 inh – SENP7 protease inhibition | Q9BQF6 | recombinant SENP7, Z-RLRGG-aminoluciferin luminescence, 40 min | inhibition, % at 5 µM | 330,000 compounds, 1.5% hits;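 active = inhibition above about 50% at the single test dose, limit read from the data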;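 note: plate controls were DMSO with enzyme for no effect and no enzyme buffer wells for full effect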
Target sequence (Q9BQF6 706-1050 limits assumed): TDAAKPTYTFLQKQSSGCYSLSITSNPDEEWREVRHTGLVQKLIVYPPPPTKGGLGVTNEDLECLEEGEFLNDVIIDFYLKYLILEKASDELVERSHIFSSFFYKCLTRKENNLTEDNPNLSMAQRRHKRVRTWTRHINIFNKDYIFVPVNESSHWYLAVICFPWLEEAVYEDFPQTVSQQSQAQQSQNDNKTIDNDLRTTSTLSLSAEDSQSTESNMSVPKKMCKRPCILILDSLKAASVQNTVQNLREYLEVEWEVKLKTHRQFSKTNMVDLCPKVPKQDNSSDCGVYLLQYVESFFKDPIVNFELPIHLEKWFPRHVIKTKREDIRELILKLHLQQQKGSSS
SENP8 inh – SENP8 protease inhibition; Q96LD8; purified SENP8, Z-RLRGG-aminoluciferin cleavage, luminescence; inhibition, % at 10 µM; 330,000 compounds, 1.2% hits
Target sequence (Q96LD8 whole entry, looked up): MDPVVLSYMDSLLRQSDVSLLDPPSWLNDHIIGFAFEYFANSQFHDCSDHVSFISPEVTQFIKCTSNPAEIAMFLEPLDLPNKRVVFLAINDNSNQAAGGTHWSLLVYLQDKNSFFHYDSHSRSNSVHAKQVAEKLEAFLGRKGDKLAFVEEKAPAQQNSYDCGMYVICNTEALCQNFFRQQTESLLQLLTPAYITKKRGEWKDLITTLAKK
UBC13 polyUb – inhibitors of human UBC13 polyubiquitin chain formation; P61088; TR-FRET; inhibition, % at 20 µM; 330,000 compounds, 0.47% hits; AID 485273; in the data active = inhibition above about 45%, passing the limit was not always enough
Target sequence (P61088 whole entry, looked up): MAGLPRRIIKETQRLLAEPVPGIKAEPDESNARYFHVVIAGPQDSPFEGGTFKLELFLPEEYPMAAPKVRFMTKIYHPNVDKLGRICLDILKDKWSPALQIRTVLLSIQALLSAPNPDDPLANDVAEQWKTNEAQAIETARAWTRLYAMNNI
Apaf-1 inh – inhibitors of human Apaf-1 apoptosome; reconstituted apoptosome caspase-3 activity, DEVD-Rh110 fluorescence; inhibition, % at 20 µM; 330,000 compounds, 0.71% hits; AID 489030; active = inhibition of at least 40% at 20 µM;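 note: plate controls were DMSO wells for no effect and DEVD-CHO caspase inhibitor wells for full effect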
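Assay system – apoptosome proteins · Medium – Hepes buffer, pH 7.5 · Also added – cytochrome c with DEVD-Rh110 · Timing – 30 min compound preincubation, 50 min activation, room temperature · Detection – Rh110 fluorescence, excitation 480 nm, emission 540 nm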
Numbers without * were called inactive; / = no result given. Cut-off read from the data, not from the text of the source, unless noted: active = inhibition above about 50%; inactive = the rest.

[1] O=C(NCCc1ccccc1)c1ccc(CS(=O)(=O)c2ccc(Cl)cc2)o1
[2] COC(=O)c1ccc(/C=C/C(=O)c2ccc(OC)cc2)cc1
[3] COc1ccc(C(=O)NC(=S)Nc2ccc(CN3CCOCC3)cc2)cc1Cl
[4] O=C(Nc1ccc2oc(-c3ccccc3)nc2c1)c1ccncc1
[5] NC(=O)c1ccc(OCC(F)(F)C(F)(F)C(F)(F)C(F)(F)C(F)(F)C(F)F)cc1
[6] CCCNC(=O)Nc1cc(OC)c(OC)cc1Cc1nccc2cc(OC)c(OC)cc12
[7] Cc1ccc(CNC(=O)CN2C(=O)NC(C)(c3ccccc3Cl)C2=O)cc1 (configuration not stated)
[8] CCn1cc2nc(SCC(=O)Nc3ccc(OC)cc3OC)n(Cc3ccc(OC)cc3)c(=O)c2n1
Assay by compound	1	2	3	4	5	6	7	8
HKDC1 inhibitor	-3	7	-4	-4	-3	0	-4	-4
Gli-Sufu block	4	0	10	-5	-5	/	-18	0
Jurkat NFkB inh	-4	7	-23	-28	6	-12	-13	52*
697 NFkB inh	-12	0	-76	-46	2	14	-13	-23
SENP7 inh	2	-9	-5	1	9	1	-5	3
SENP8 inh	-1	-5	-1	4	3	2	-1	2
UBC13 polyUb	1	4	-6	0	3	0	-5	-1
Apaf-1 inh	-1	-5	17	1	-13	2	11	24

[9] CCOC(=O)N1CCC(NC(=O)c2ccc3c(c2)N(Cc2ccccc2)CCS3)CC1
[10] Cc1ccc(C)c(NC(=O)CN2C(=O)NC(C)(c3ccc4c(c3)OCCO4)C2=O)c1 (configuration not stated)
[11] Cc1nc2ccc(S(=O)(=O)c3ccc4nc(C)[nH]c4c3)cc2[nH]1
[12] CCN(CC(=O)NC1CCS(=O)(=O)C1)S(=O)(=O)c1ccc(Br)cc1 (configuration not stated)
[13] Cc1ccc(-c2noc(CN(C(=O)c3cccs3)C(C)C)n2)cc1
[14] COC(=O)c1cc2c(ccn2-c2ccc(F)cc2)n1C(C)C
[15] COc1c(N2CCN(C(=S)Nc3ccccc3F)C(C)C2)c(F)cc2c(=O)c(C(=O)O)cn(C3CC3)c12 (configuration not stated)
[16] CCCCCOc1ccc(/C=N/NC(=O)c2nnn(-c3nonc3N)c2CN2CCCCCC2)cc1
Assay by compound	9	10	11	12	13	14	15	16
HKDC1 inhibitor	1	-2	-2	-6	11	3	-3	3
Gli-Sufu block	7	-5	-3	-7	0	-8	-10	15
Jurkat NFkB inh	-9	-4	2	16	7	-4	4	4
697 NFkB inh	-7	16	-12	14	-7	-38	30	5
SENP7 inh	10	5	9	4	-6	6	2	4
SENP8 inh	-5	4	-4	4	0	1	5	9
UBC13 polyUb	13	4	-1	10	-3	-3	2	0
Apaf-1 inh	2	-7	-1	-8	11	15	0	9

[17] O=[N+]([O-])c1cccc2c(N3CCCC3)ccnc12
[18] O=C(N/N=C/c1ccc(F)cc1)c1cccc(NC(=O)c2ccc(F)cc2)c1
[19] Cc1ccc(S(=O)(=O)NCC(=O)OCC(=O)NCc2ccc(F)cc2)cc1
[20] CCOC(=O)c1c(NC(=O)CN2CCCCC2)sc2c1CCC(C=O)=C2Cl
[21] N#CCCN(C(=O)COC(=O)c1cccc(S(=O)(=O)Nc2ccc([N+](=O)[O-])cc2)c1)c1ccccc1
[22] Cc1cc(C)c2nc(NC(=O)C3CCCO3)sc2c1 (configuration not stated)
[23] COc1ccccc1C(=O)NNC(=O)C(=O)Nc1ccc(C)c(Cl)c1
[24] CCC(C)Nc1c([N+](=O)[O-])cc(C)cc1[N+](=O)[O-] (configuration not stated)
Assay by compound	17	18	19	20	21	22	23	24
HKDC1 inhibitor	-7	-1	-3	22	-8	4	-5	-2
Gli-Sufu block	-3	-55	-4	1	1	11	25	8
Jurkat NFkB inh	39	-36	3	6	8	-91	8	13
697 NFkB inh	4	-89	14	16	2	-121	5	9
SENP7 inh	4	-9	1	1	4	2	7	-1
SENP8 inh	-3	-8	-8	7	13	-7	6	0
UBC13 polyUb	-30	-13	4	6	-1	11	-4	-27
Apaf-1 inh	-3	6	-1	-8	15	1	9	-8

[25] CN(CC(=O)Nc1ccccc1C(F)(F)F)C(=O)COc1cccnc1[N+](=O)[O-]
[26] Cc1nc(-c2cccc(NC(=O)c3ccc(-n4nccc4C)cc3)c2)cs1
[27] CCn1c(CC(=O)Nc2ccc(C)c(Cl)c2)nnc1SCC(=O)Nc1nc(C)cs1
[28] O=C(CCc1n[nH]c(=O)[nH]c1=O)N1CCOCC1
[29] O=C(Nc1ccccc1)NC1CCN(Cc2c(F)cccc2Cl)CC1
[30] COc1ccc(-n2ncc3c(Nc4cccc(C)c4)ncnc32)cc1
[31] COc1ccc(CCNC(=O)Cn2c(-c3nonc3N)nc3ccccc32)cc1OC
[32] CCOC(=O)c1nn(-c2cccc(Cl)c2)c(C)c1C(C)=O
Assay by compound	25	26	27	28	29	30	31	32
HKDC1 inhibitor	-1	-1	-10	-5	-1	3	2	-3
Gli-Sufu block	-1	-23	2	6	10	-67	3	7
Jurkat NFkB inh	-9	-10	-10	4	8	-91	7	-12
697 NFkB inh	22	-13	-18	12	-8	-123	-17	-33
SENP7 inh	3	-5	4	2	8	-12	0	-9
SENP8 inh	0	-12	-1	-8	7	-16	-2	-8
UBC13 polyUb	-2	-6	-15	-2	-4	20	0	-9
Apaf-1 inh	2	14	4	2	-7	15	3	7

[33] CCOC(=O)c1cccc(S(=O)(=O)N(CCO)Cc2cc3cc(OC)c(OC)cc3[nH]c2=O)c1
[34] O=C(COc1ccc([N+](=O)[O-])cc1)Nc1ccccc1C(=O)NC1CC1
[35] O=C1CCCCCCC1Sc1ccccc1[N+](=O)[O-] (configuration not stated)
[36] CC(=O)C1C(c2ccc(Cl)cc2)c2c(n[nH]c2C)CC1(C)O (configuration not stated)
[37] CC(=C/c1ccccc1)/C=N/NC(=O)c1cnccn1
[38] CCS(=O)(=O)Nc1ccc(Cc2ccc(NS(=O)(=O)CC)cc2)cc1
[39] CCOC(=O)C(CCSC)Nc1nc(Cl)nc(Nc2ccc(Cl)cc2)n1 (configuration not stated)
[40] Cc1onc(-c2ccccc2Cl)c1C(=O)NCc1ccc2c(c1)cc(C)n2C
Assay by compound	33	34	35	36	37	38	39	40
HKDC1 inhibitor	-4	2	5	4	0	-10	0	1
Gli-Sufu block	3	0	3	-14	-65	6	3	9
Jurkat NFkB inh	8	5	-11	3	-57	8	-1	7
697 NFkB inh	13	23	8	4	-61	-1	4	5
SENP7 inh	-3	4	14	-1	-4	-2	-13	-2
SENP8 inh	0	0	-5	-10	-13	9	6	6
UBC13 polyUb	8	8	5	-15	-17	-7	-5	13
Apaf-1 inh	-9	7	6	0	1	-3	10	53*

[41] CCN(CC)c1ccc(Nc2nc(N3CCOCC3)c3ccccc3n2)cc1
[42] Cc1ccc(CNC(=O)c2ccc(F)c(S(=O)(=O)N3CCOCC3)c2)cc1
[43] Cc1cccc(C)c1OCC(=O)N1CC2(C)CC1CC(C)(C)C2 (configuration not stated)
[44] CCOc1ccc(Br)cc1S(=O)(=O)Nc1cccc(S(=O)(=O)N(C)C)c1
[45] COc1ccc(/C=C/C(=O)OC2CCCCC2CN(C)C)cc1 (configuration not stated)
[46] O=C(CC1CCCCC1)Nc1nc2ccccc2s1
[47] C/C=C/c1cc(CN2CCN(c3ccccc3)CC2)c(O)c(OC)c1
[48] CN(C(=O)COC(=O)c1ccccc1Nc1ccccc1)C1CCS(=O)(=O)C1 (configuration not stated)
Assay by compound	41	42	43	44	45	46	47	48
HKDC1 inhibitor	18	-5	-1	-9	-3	-4	16	-7
Gli-Sufu block	67*	-11	15	-4	8	-81	23	-2
Jurkat NFkB inh	34	-20	-7	7	-13	-106	-32	5
697 NFkB inh	-47	-40	6	0	8	-182	-103	-2
SENP7 inh	10	3	16	4	6	14	-6	-1
SENP8 inh	-1	-4	-1	-4	-6	-9	-8	-12
UBC13 polyUb	7	-8	5	6	-4	0	12	3
Apaf-1 inh	30	0	-2	-8	-10	7	8	5

[49] Cc1ccc(N(C=NC#N)CC(=O)N2CCN(c3ccccc3)CC2)cc1
[50] Cc1c(C#N)c2ccccc2n1CC(=O)NC(C)c1ccccc1 (configuration not stated)
[51] COc1cccc(N2CC(=O)N(NC(=O)c3sc4nc(C)cc(C)c4c3N)CC2=O)c1
[52] COc1ccc(C2C(C(C)=O)=C(C)Nc3ncnn32)cc1OC (configuration not stated)
[53] CCn1cc(/C=C(\NC(=O)c2ccc(OC)c(OC)c2)C(=O)NCCCO)c2ccccc21
[54] COc1ccccc1-c1oc2ccccc2c1C#CCO
[55] CC(C)C(=O)NCCc1nc2ccccc2n1CCOc1ccccc1
[56] COc1ccc(Nc2nc3ccccc3nc2NS(=O)(=O)c2ccc(NC(C)=O)cc2)cc1
[57] CCN=C1SC(CC(=O)NCC)C(=O)N1CC (configuration not stated)
[58] NS(=O)(=O)c1cccc(NC(=O)COC(=O)/C(=C/c2cccs2)c2cccs2)c1
[59] N#Cc1cccc(NS(=O)(=O)c2ccccc2Cl)c1
Assay by compound	49	50	51	52	53	54	55	56	57	58	59
HKDC1 inhibitor	5	1	0	-4	13	-3	-16	-1	-2	7	0
Gli-Sufu block	-10	-1	0	-17	-5	-11	7	-3	-5	2	2
Jurkat NFkB inh	-5	10	-4	4	0	-11	-9	-10	-18	-8	0
697 NFkB inh	-16	8	1	3	4	-8	0	16	3	-15	4
SENP7 inh	7	3	-1	13	-8	-12	-2	-11	-6	7	5
SENP8 inh	-5	2	-4	7	-7	-4	-10	-8	-9	1	-2
UBC13 polyUb	2	14	4	1	-14	-16	-4	-9	-15	-2	-9
Apaf-1 inh	11	-5	-22	-5	15	4	-8	0	13	6	-1

Gathered by group: the entries above containing a Cl atom (twelve)
[1] O=C(NCCc1ccccc1)c1ccc(CS(=O)(=O)c2ccc(Cl)cc2)o1
[3] COc1ccc(C(=O)NC(=S)Nc2ccc(CN3CCOCC3)cc2)cc1Cl
[7] Cc1ccc(CNC(=O)CN2C(=O)NC(C)(c3ccccc3Cl)C2=O)cc1 (configuration not stated)
[20] CCOC(=O)c1c(NC(=O)CN2CCCCC2)sc2c1CCC(C=O)=C2Cl
[23] COc1ccccc1C(=O)NNC(=O)C(=O)Nc1ccc(C)c(Cl)c1
[27] CCn1c(CC(=O)Nc2ccc(C)c(Cl)c2)nnc1SCC(=O)Nc1nc(C)cs1
[29] O=C(Nc1ccccc1)NC1CCN(Cc2c(F)cccc2Cl)CC1
[32] CCOC(=O)c1nn(-c2cccc(Cl)c2)c(C)c1C(C)=O
[36] CC(=O)C1C(c2ccc(Cl)cc2)c2c(n[nH]c2C)CC1(C)O (configuration not stated)
[39] CCOC(=O)C(CCSC)Nc1nc(Cl)nc(Nc2ccc(Cl)cc2)n1 (configuration not stated)
Assay by compound	1	3	7	20	23	27	29	32	36	39
HKDC1 inhibitor	-3	-4	-4	22	-5	-10	-1	-3	4	0
Gli-Sufu block	4	10	-18	1	25	2	10	7	-14	3
Jurkat NFkB inh	-4	-23	-13	6	8	-10	8	-12	3	-1
697 NFkB inh	-12	-76	-13	16	5	-18	-8	-33	4	4
SENP7 inh	2	-5	-5	1	7	4	8	-9	-1	-13
SENP8 inh	-1	-1	-1	7	6	-1	7	-8	-10	6
UBC13 polyUb	1	-6	-5	6	-4	-15	-4	-9	-15	-5
Apaf-1 inh	-1	17	11	-8	9	4	-7	7	0	10

[40] Cc1onc(-c2ccccc2Cl)c1C(=O)NCc1ccc2c(c1)cc(C)n2C
[59] N#Cc1cccc(NS(=O)(=O)c2ccccc2Cl)c1
Assay by compound	40	59
HKDC1 inhibitor	1	0
Gli-Sufu block	9	2
Jurkat NFkB inh	7	0
697 NFkB inh	5	4
SENP7 inh	-2	5
SENP8 inh	6	-2
UBC13 polyUb	13	-9
Apaf-1 inh	53*	-1

Screens: PubChem BioAssay, Sanford-Burnham Center for Chemical Genomics
